DT40 TDP1 CPT = qHTS for Inhibitors of human tyrosyl-DNA phosphodiesterase 1 (TDP1): qHTS in cells in presence of CPT; chicken DT40 Tdp1-/-;hTDP1 cells + 20 nM CPT, ATP luminescence, 48 h; Potency, µM (titrated, usually from 46.2 µM), for the others: at the top dose activity change, negative = growth inhibition, most hits filed as inhibitors; actives 12% (n = 420,000); active = well fitted inhibition curve with a large enough effect; inconclusive = small, poorly fitted or top-dose-only effect; note: nearly all actives have a fitted effect of over 55% in size
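Cell growth measured by CellTiter-Glo luminescence after a minimum 48 h, 37 C compound exposure with 20 nM CPT in Tdp1-knockout DT40 cells stably expressing hTDP1, seeded 400/well; qHTS titration format.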
* hit, by the source's call; ? = inconclusive; [ ] = remark or other dose. % is set by controls: 0 for no effect and ±100 for the full control effect; potency is the fitted concentration of half-maximal effect.

SMILES	DT40 TDP1 CPT
CCc1ccc(CN(C)Cc2c(C(=O)N3CCOCC3)nc3c(C)cccn23)nc1	?
Cc1ccc(Cn2cc(CN3CC(N4CCN(C)CC4)CS3(=O)=O)nn2)cc1 (centres undefined)	-11%
CC(C)N(C)c1ncnc2c1ncn2[C@H]1CN(Cc2ccc3c(c2)OCO3)C[C@@H](CO)O1	-14%
COc1ccccc1CNc1nc(Nc2ccccc2OC)c2sccc2n1	5.8µM*
C[N+](C)(C)CCNC(=O)c1ccccc1	-3%
N#Cc1ccc2[nH]cc(C3c4cc(F)ccc4C=C(c4ccsc4)N3c3ccc(C#CCCO)cc3)c2c1 (centres undefined)	?
C=CCC[C@H](CCCCC)OC(=O)/C=C/[C@@H](O)[C@H](O)C[C@@H](O)CC=C	18µM*
COc1cccc(OC)c1C(=O)N1CCN(Cc2c[nH]c3ccccc23)CC1	-28%
COc1ccc(OC)c(NC(=O)C2(C)CCN2C(=O)Cc2ccc(Cl)cc2Cl)c1 (centres undefined)	21µM*
NC(=O)c1cccc(Nc2nc(C(N)Cc3ccc(C(F)(F)F)cc3)cs2)n1 (centres undefined)	6.5µM*
O=C(NCc1ccccc1)C(c1cc2ccccc2o1)n1c(=O)c(-c2cc3ccccc3[nH]2)nc2ccccc21 (centres undefined)	?
Cc1oc(-c2cccc(NC(=O)c3ccccc3)c2)nc1CNC(=O)c1cnc2ccccn2c1=O	2%
Cc1nc2n[nH]c(N)c2nc1C	5%
CCOC(=O)[C@]12CCCC=C1N(Cc1ccccc1)C(=O)[C@H](CC(=O)NCc1ccc(C)o1)C2	?
CS(=O)(=O)Nc1ccccc1-c1cccc2nccn12	3%
COc1ccc(CCC(=O)OCC(=O)NC2CCCC2)cc1OC	5%
CC1(C(=O)NCC(F)(F)F)CCN1C(=O)C1(c2ccccc2)CC1 (centres undefined)	-60%
CCNC(=O)N(C)[C@H]1C[C@H]2c3[nH]c4ccccc4c3CCN2C[C@H]1[C@H](C)O	-17%
CCCC(=O)N1CCC1(C)C(=O)NS(=O)(=O)c1cc(C)ccc1F (centres undefined)	-16%
CC(C)(C)C(=O)NCc1ccc(C(=O)CSc2nnc3n2CCCCC3)s1	-8%

16 neighbouring entries out of the list so far, quoted:
SMILES	DT40 TDP1 CPT
CCc1ccc(CN(C)Cc2c(C(=O)N3CCOCC3)nc3c(C)cccn23)nc1	?
Cc1ccc(Cn2cc(CN3CC(N4CCN(C)CC4)CS3(=O)=O)nn2)cc1 (centres undefined)	-11%
CC(C)N(C)c1ncnc2c1ncn2[C@H]1CN(Cc2ccc3c(c2)OCO3)C[C@@H](CO)O1	-14%
COc1ccccc1CNc1nc(Nc2ccccc2OC)c2sccc2n1	5.8µM*
C[N+](C)(C)CCNC(=O)c1ccccc1	-3%
N#Cc1ccc2[nH]cc(C3c4cc(F)ccc4C=C(c4ccsc4)N3c3ccc(C#CCCO)cc3)c2c1 (centres undefined)	?
C=CCC[C@H](CCCCC)OC(=O)/C=C/[C@@H](O)[C@H](O)C[C@@H](O)CC=C	18µM*
COc1cccc(OC)c1C(=O)N1CCN(Cc2c[nH]c3ccccc23)CC1	-28%
COc1ccc(OC)c(NC(=O)C2(C)CCN2C(=O)Cc2ccc(Cl)cc2Cl)c1 (centres undefined)	21µM*
NC(=O)c1cccc(Nc2nc(C(N)Cc3ccc(C(F)(F)F)cc3)cs2)n1 (centres undefined)	6.5µM*
O=C(NCc1ccccc1)C(c1cc2ccccc2o1)n1c(=O)c(-c2cc3ccccc3[nH]2)nc2ccccc21 (centres undefined)	?
Cc1oc(-c2cccc(NC(=O)c3ccccc3)c2)nc1CNC(=O)c1cnc2ccccn2c1=O	2%
Cc1nc2n[nH]c(N)c2nc1C	5%
CCOC(=O)[C@]12CCCC=C1N(Cc1ccccc1)C(=O)[C@H](CC(=O)NCc1ccc(C)o1)C2	?
CS(=O)(=O)Nc1ccccc1-c1cccc2nccn12	3%
COc1ccc(CCC(=O)OCC(=O)NC2CCCC2)cc1OC	5%

(cont.)
SMILES	DT40 TDP1 CPT
O=C1[C@H]2[C@@H](c3ccccc3)N[C@]3(CCCN(Cc4ccc(C(F)(F)F)cc4)C3=O)[C@H]2C(=O)N1Cc1ccccc1	18µM*
COC(=O)[C@]12CCCCC=C1N(CCc1ccc(OC)c(OC)c1)C(=O)[C@H](CC(=O)NCC13CC4CC(CC(C4)C1)C3)C2	?
C=CCNc1nc(NCCNC(C)=O)c2sc(-c3ccccc3)cc2n1	?
NC[C@H]1O[C@H](O[C@H]2[C@H](O[C@@H]3O[C@H](CO)[C@@H](O)[C@H]3O)C(O)[C@H](N)C[C@@H]2N)[C@H](N)[C@@H](O)[C@@H]1O (some centres undefined)	-15%[21.1 µM]
Cc1cccc(C)c1-n1nnnc1C1(C)CCC(=O)N1c1ccc(N2CCOCC2)cc1 (centres undefined)	?
CC1(C(=O)NCc2ccccc2)CN(S(C)(=O)=O)CC(=O)N1Cc1ccc2c(c1)OCO2 (centres undefined)	9%
CCc1ccc(C(O)c2ncc(-c3ccccc3Cl)[nH]2)cc1 (centres undefined)	-17%
O=C(NCc1ccc(F)cc1)c1cc(C2CCCCN2C(=O)c2ccccn2)on1 (centres undefined)	?
CC1(C(=O)NS(=O)(=O)c2cccc(C#N)c2)CCN1C(=O)Cc1ccc(-c2ccccc2)cc1 (centres undefined)	-15%
CCCc1cn(CC(C)n2c(=O)c3ccccc3n2Cc2cc(C(C)C)no2)nn1 (centres undefined)	5%
COc1ccc(CC(=O)Nc2ccc3c(c2)OC2(CCCC2)O3)c(OC)c1	?
CCCNC(=O)C1(C)CCCN(C(=O)c2ccc3c(c2)CCO3)C1 (centres undefined)	-1%
COc1cccc(-c2cccc(-c3nc(C(=O)NCc4ccc5c(c4)OCO5)cc4c3[C@H](CCO)N(S(=O)C(C)(C)C)C4)c2)c1 (some centres undefined)	?
CC(OC(=O)c1cccnc1Cl)C(=O)NC1CCCCC1 (centres undefined)	2%
Fc1ccc(-c2nc3c4ccccc4ccn3c2Cc2cccc(Cl)c2)cc1	16µM*
Cc1cccc(C)c1C(O)c1ncc(-c2cccc(F)c2)[nH]1 (centres undefined)	-29%
CCCCCC(=O)N1C[C@@H](O)[C@H](n2cc(C3CC3)nn2)C[C@@H]1c1ccccc1	?
CCCCn1nnnc1C(c1ccccc1)N1CCN(c2ncccc2C(F)(F)F)CC1 (centres undefined)	?
COc1cc(-c2ccc(N3C(c4ccsc4)=Cc4ccc(F)cc4C3c3c[nH]c4ccc(C#N)cc34)cc2)cc(OC)c1OC (centres undefined)	?
Cc1cc(Cl)c2oc(C(=O)N3CCOCC3)c(C)c2c1	?
C[C@@H]1CCCCO[C@H](CN(C)C(=O)Nc2cccc3ccccc23)[C@@H](C)CN([C@H](C)CO)C(=O)c2cc(N(C)C)ccc2O1	15µM*
CCC(CO)Nc1ccn2nc(-c3cc(OC)c(OC)c(OC)c3)cc2n1 (centres undefined)	?
C[C@@H]1CN([C@@H](C)CO)C(=O)CCCn2nncc2CO[C@@H]1CN(C)C(=O)Nc1ccc(C(C)(C)C)cc1	-19%
C#CCN(C[C@@H]1[C@@H](OC(=O)NC2CCCC2)[C@@H](OC(=O)NC2CCCC2)CN(C(=O)OC(C)C)N1C(=O)OC(C)C)S(=O)(=O)c1ccc(C)cc1	?
CCCCC(c1nc2ccccc2[nH]1)n1c(-c2ccccc2)nc2ccccc21 (centres undefined)	-15%
O=C(NNC(=S)Nc1cccc(C(F)(F)F)c1)c1ccncc1	4%
CCCCOCCCNC(=O)C[C@@H]1C[C@@]2(C(=O)OCC)CCCC=C2N(Cc2ccco2)C1=O	-15%
CNc1ccc2ncc(-c3ccccc3NC(C)=O)n2n1	-14%
NC(CCc1ccccc1)c1csc(Nc2ccc(C(F)(F)F)cn2)n1 (centres undefined)	21µM*
Cc1ccc(C(=O)N2CCN(c3ccc4c(c3)C3CC4CCN3C(=O)OCc3ccccc3)CC2)cc1 (centres undefined)	16µM*
CCOC(=O)C(=C1Nc2ccccc2N1)n1c(-c2cnccn2)nc2ccccc21	-19%
CCc1c(-c2ccc(F)cc2)ncn1Cc1cccc(-c2ccccc2)c1	12µM*
Cc1c(C(=O)NCc2cccc([N+](=O)[O-])c2)sc(=O)n1Cc1cccc(F)c1	?
CC(=O)Nc1ccn(C2COC(COC(=O)c3ccccc3)O2)c(=O)n1 (centres undefined)	0.84µM*
COc1ccc(NC(=O)c2cc(-c3sc(NC(=O)c4ccccc4)nc3C)n(CCO)n2)cc1	?
NC(=O)c1cccc(-c2ccnc3c2CC(C(=O)NCCC(F)(F)F)O3)c1 (centres undefined)	?
CCOC(=O)c1ccc(NC(=O)c2nc[nH]c2C(=O)N(C)CCO)cc1	0%
COc1ccc(C2=Nc3ccccc3NC(=O)C2N(CCCn2ccnc2)C(=O)c2cccc(S(C)(=O)=O)c2)cc1 (centres undefined)	2%
Cc1ccccc1-n1c(SCC(=O)NC2CC2)nc2ccccc2c1=O	?
Cc1cc(C)c(C(O)c2ncc(-c3ccccc3C)[nH]2)c(C)c1 (centres undefined)	-30%
CCCCN1C(=O)C(CC(=O)NCc2cccs2)CC(C(=O)N(CC)CC)=C1C (centres undefined)	0%
CCc1nc2ccc(C(=O)Nc3ccc(C(N)=O)cc3)cn2c1N(CCC(C)C)CCN(C)C	-1%
COc1ccc(C(C#N)=Cc2ccc(N(C)CCC#N)cc2)cc1	23µM*
Cc1ccccc1CN1C(=O)CN(S(C)(=O)=O)CC1(C)C(=O)NCc1ccccc1 (centres undefined)	-6%
CC1(C(=O)NS(=O)(=O)c2ccccc2Cl)CCN1C(=O)c1ccco1 (centres undefined)	-8%
CC(=O)Nc1ccc(NC(=O)c2csc([C@H]3C[C@H](O)[C@@H](CO)O3)n2)cc1	-15%
COc1ccc(NC(=O)[C@@H]2O[C@H](CO)[C@H](O)[C@H](O)[C@H]2O)cc1F	8%
O=S1(=O)C[C@@H](N2CCN(c3ccccn3)CC2)[C@H](COCc2ccccc2)N1	-6%
Cc1ccc(-c2c(N)nc3ncccn23)cc1	6%
CCNC(=O)C1(C)CCN(C(=O)c2ccc(-c3ccccc3)cc2)C1 (centres undefined)	16µM*
CC1(C(=O)Nc2cccnc2)Cc2c(-c3ccccc3)ccnc2O1 (centres undefined)	?
COCCNc1nc(-c2ccccc2F)c2sc(-c3ccccc3)cc2n1	18µM*
CCc1nc2ccc(C(=O)NCc3ccc(OC)cc3)cn2c1N(CC)CCN(C)C	2%
O=C(CNC(=O)N1CC(=O)Nc2ccccc21)NCc1ccc(F)cc1	18%
CC1(C(=O)Nc2cnc3ccccc3c2)CCN1CCOc1ccccc1 (centres undefined)	?
COc1cccc(CNS(=O)(=O)c2cc(Br)ccc2Br)c1	?
CCOC(=O)C1CCCN(C(=O)c2cc(OC)ccc2Br)CC1 (centres undefined)	?
COc1ccc(COC[B-](F)(F)F)cc1	3%
O=C(Nc1ccc(OCCO)cc1)c1csc([C@@H]2O[C@H](CO)[C@H](O)[C@H](O)[C@H]2O)n1	15%
Cc1ccc(C(=O)Nc2nnc(COCCO)s2)cc1	-17%

Carrying on:
SMILES	DT40 TDP1 CPT
O=C1c2ccccc2-c2cc(Br)ccc2NC1O (centres undefined)	-20%
COc1ccc(NC(=O)Nc2nnc([C@@H]3C[C@H](O)[C@@H](CO)O3)s2)cc1	-13%
CCc1nc(CN2CCCC(C(=O)Nc3ccc(-c4cccc(OC)c4)cc3)C2)c(C)[nH]1 (centres undefined)	?
CC(C)(C)S(=O)N1Cc2cc(C(=O)O)nc(-c3cccc(-c4cc5ccccc5o4)c3)c2[C@H]1CCO (some centres undefined)	11%
COc1ccc(-c2cnc3c(NC=O)cc(-c4ccoc4)cn23)cc1OC	5.2µM*
Cn1nc(C(C)(C)C)cc1NC(=O)C1(C)CCN1C(=O)CCc1ccccc1 (centres undefined)	?
O=C(Nc1ccccc1)c1cc(C2CCCCN2S(=O)(=O)c2ccccc2)on1 (centres undefined)	?
CCc1nc2ccc(C(=O)N3CCN(C(=O)c4ccco4)CC3)cn2c1N(C)C(=O)COc1ccccc1	0%
CCCNC(=O)C1(C)CCCN(Cc2cccc(C#N)c2)C1 (centres undefined)	18µM*
Cn1c2nc(=O)n(-c3ccccc3)c(=O)c-2nc2c1CCCC2	21µM*
C/C=C/c1cccc(-c2nc(C(=O)NC3Cc4ccccc4C3)cc3c2[C@@H](CCO)N(C(C)=O)C3)c1	15µM*
COc1ccc(CCn2c(C)cc(C(=O)COC(=O)c3ccc(O)cc3O)c2C)cc1	?
Cc1ccc(Cn2cc(CN3CC(N4CCN(Cc5ccccc5F)CC4)CS3(=O)=O)nn2)cc1 (centres undefined)	?
O=C1NC[C@H](CCCCN2C[C@H](Cc3ccccc3)N(CC3CCCCC3)C(=O)C2=O)N(CCc2ccccc2)C1=O	-29%
CN1NC(c2ccccc2)NN(C)C1=O	18µM*
Cc1ccc([C@H]2N[C@]3(CCCN(Cc4ccco4)C3=O)[C@H]3C(=O)N(C)C(=O)[C@@H]23)cc1	-19%
COc1ccc(-c2cc3nc(NCc4ccc(NC(C)=O)cc4)n(C)c(=O)c3s2)cc1OC	0%
CN1CCN(c2ccc3c(c2)OC[C@H](Cc2ccccc2)NS3(=O)=O)CC1	?
O=C1NC[C@H](CCCCN2C[C@H](Cc3ccc(O)cc3)N(CC3CCCCC3)C(=O)C2=O)N(Cc2ccccc2)C1=O	-1%
CCOC(=O)C1(C)CCCCN1C(=O)c1cccnc1 (centres undefined)	4%
CCCCn1nnnc1C(c1ccccc1)N1CCN(c2c(Cl)cncc2Cl)CC1 (centres undefined)	?
O=C(Nc1cccc(S(=O)(=O)C(F)(F)F)c1)[C@@H]1O[C@H](CO)[C@@H](O)[C@H]1O	-2%
CCCC(=O)N1CCCC1(C)C(=O)NCc1c(F)ccc(C)c1F (centres undefined)	-17%

High-throughput results: PubChem, National Center for Advancing Translational Sciences (NCATS)

A portion of the library (hit frequency here may not be typical).
